# hcDAF12 agonist = H. contortus DAF-12 activation, primary screen; HEK293 hcDAF-12 lit1-tk-luc reporter, luminescence; 0% DMSO, 100% Δ7-dafachronic acid; activation, % at 6.8 µM; 1.4% of 370,000 active;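 active means activation above the mean of all tested compounds plus 3 SD, cut at about 5.5% in these data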;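 further: 100% = response to 3 µM Δ7-dafachronic acid high control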
# SMARCA2 act = activators of SMARCA2 function. MG213 cells, MMTV-luciferase reporter, dexamethasone, overnight. activation, % at 9.1 µM. 1% of 370,000 active. AID 652017; in the data active means activation above about 7.8%;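 further: 0% = vehicle wells and 100% = reference activator wells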
# MBD2 inh = inhibitors of human MBD2 binding to methylated oligonucleotide; Q9UBB5; TR-FRET; inhibition, % at 4.4 µM; 0.31% of 370,000 active; in the data active means inhibition above about 13%
# PLCg1 inh = blocks human PLC-gamma1 enzyme activity; 0.84% of 370,000 active; purified PLC-gamma1, fluorogenic substrate, fluorescence; P19174; inhibition, % at 12.2 µM; AID 720700; in the data active means inhibition above about 9.5%
# DAX1 inh-1 = inhibitors of human orphan nuclear receptor DAX1 (NR0B1); HEK293 Gal4-DAX1 luciferase reporter, luminescence; inhibition, % at 6.75 µM; 0.99% of 340,000 active; AID 504766;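 active means inhibition above the mean over all tested compounds plus 3 SD, cut at about 4.2% in these data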;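 further: 0% = DAX1-transfected cells with DMSO and 100% = empty-vector control cells with DMSO; inhibition shows as a rise in luminescence from relieved DAX1 repression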
# Target sequence (P51843 207-470 limits assumed): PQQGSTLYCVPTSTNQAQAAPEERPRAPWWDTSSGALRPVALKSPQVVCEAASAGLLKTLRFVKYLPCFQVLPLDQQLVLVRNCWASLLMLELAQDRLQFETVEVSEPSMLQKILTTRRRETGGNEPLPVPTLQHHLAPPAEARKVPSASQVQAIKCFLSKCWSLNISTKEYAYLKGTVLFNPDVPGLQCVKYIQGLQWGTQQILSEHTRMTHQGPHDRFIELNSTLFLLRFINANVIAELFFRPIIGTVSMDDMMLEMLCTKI
# ssDAF-12 act = S. stercoralis DAF-12 activation, primary screen; HEK293 ssDAF-12/GRIP1 lit1-tk-luc reporter, luminescence; % of 3 µM dafachronic acid response; activation, % at 6.8 µM; AID 652126; 1% of 370,000 active;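 active means activation above the mean over all tested compounds plus 3 SD, cut at about 0.9% in these data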;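 further: 0% = DMSO-only wells and 100% = 3 µM delta7-dafachronic acid wells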
# PLC-beta3 inh = inhibitors of human phospholipase C beta3; Q01970; Purified PLC-beta3, fluorogenic substrate, fluorescence; inhibition, % at 12.2 µM; 0.18% of 370,000 active; AID 720704; in the data active means inhibition above about 11%;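 further: 0% = median of compound wells on plate and 100% = full blocker control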
# hgDAF12 agonist = hgDAF-12 agonism, primary luciferase screen; 1.8% of 370,000 active; HEK293 GAL4-hgDAF12 UAS-luciferase reporter, agonist luminescence; normalized to butyrate control; activation, % at 6.8 µM; AID 687014;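 active means activation above a cutoff set at the mean of all screened compounds plus 3 SD, cut at about 10% in these data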;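 further: 0% = DMSO wells and 100% = sodium butyrate wells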
# Rev-erbA mod = modulates human Rev-erb alpha binding to DNA. activity, % at 10 µM. Rev-erbα–FITC-DNA binding, fluorescence polarization, 90 min. 0.79% of 370,000 active;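 active means activity above about 14%, limit read from the data; passing the limit was not always enough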;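 further: 0% = DMSO wells with 35 nM protein and 100% = DMSO wells with 750 nM protein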
# Target sequence (P20393 whole entry, looked up): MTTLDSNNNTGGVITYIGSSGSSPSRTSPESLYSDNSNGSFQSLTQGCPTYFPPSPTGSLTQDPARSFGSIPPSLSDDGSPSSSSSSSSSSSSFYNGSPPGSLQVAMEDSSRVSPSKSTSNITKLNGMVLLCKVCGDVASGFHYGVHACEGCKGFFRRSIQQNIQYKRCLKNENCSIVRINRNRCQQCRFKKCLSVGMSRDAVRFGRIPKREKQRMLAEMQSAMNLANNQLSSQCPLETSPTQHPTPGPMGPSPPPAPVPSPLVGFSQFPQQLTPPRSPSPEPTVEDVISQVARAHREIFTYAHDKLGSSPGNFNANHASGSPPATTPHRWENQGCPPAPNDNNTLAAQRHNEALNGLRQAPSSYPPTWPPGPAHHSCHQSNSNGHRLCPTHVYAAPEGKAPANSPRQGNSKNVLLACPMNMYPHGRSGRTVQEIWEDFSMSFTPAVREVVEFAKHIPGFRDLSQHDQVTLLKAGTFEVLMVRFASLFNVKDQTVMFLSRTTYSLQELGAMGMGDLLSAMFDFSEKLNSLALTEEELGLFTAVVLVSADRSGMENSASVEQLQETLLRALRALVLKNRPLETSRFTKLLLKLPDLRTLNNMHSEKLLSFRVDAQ
# DAX1 inh-2 = DAX1 (NR0B1) inhibition, primary screen | HEK293T StAR-luciferase reporter, SF-1/DAX-1 repression relief | AID 652010 | inhibition, % at 6.8 µM | 1.1% of 370,000 active;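 active means inhibition above the mean over all tested compounds plus 3 SD, cut at about 3.6% in these data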;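 further: 0% = DAX-1 cells with DMSO and 100% = cells lacking DAX-1 with DMSO; higher inhibition means more luminescence from relief of DAX-1 repression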
# ADAM17 inh = ADAM17 inhibition, QFRET primary screen; P78536; 0.83% of 370,000 active; inhibition, % at 6.95 µM; recombinant ADAM17, EDANS/DABCYL FRET peptide cleavage; AID 720648;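 active means inhibition above the mean of compounds lying between control limits plus 3 SD, set per campaign, cut at about 8.5% in these data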;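 further: 0% = DMSO-only wells as the low control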
# An asterisk follows results filed as active; i = inactive; . = not tested or not shown.
# Start of the listing, in advance (8 entries):
SMILES,hcDAF12 agonist,SMARCA2 act,MBD2 inh,PLCg1 inh,DAX1 inh-1,ssDAF-12 act,PLC-beta3 inh,hgDAF12 agonist,Rev-erbA mod,DAX1 inh-2,ADAM17 inh
O=C(CCc1ccccc1)N[C@H]1[C@H](OCc2ccccc2)CCC[C@@]12C(=O)N(Cc1ccccc1)c1ccc(-c3ccccn3)cc12,-0.4,1,-3,3,.,-1.4,0,-0.4,7,-0.7,1
CCCOc1ccc(/C=N/NC(=O)C(C)Sc2ccccn2)cc1OCC (stereo unspecified),-2.9,0,0,-1,0.0,-2.0,-1,-1.9,2,-0.3,1
COc1ccccc1N1CCN(C(C)C(=O)N2CC(C)OC(C)C2)CC1 (stereo unspecified),-0.3,-2,3,0,0.3,-1.5,-3,-0.4,6,0.1,-5
c1coc(CNc2nc(-c3ccncc3)cs2)c1,-1.2,2,-1,-10,0.2,-0.6,-13,3.3,3,1.1,-2
CCc1noc(C)c1C(=O)N1CCOCC1,-1.7,4,-1,-1,0.9,-0.8,7,0.6,-1,-0.4,-4
COCCn1nnnc1CN(Cc1cc2cc(OC)c(OC)cc2[nH]c1=O)C1CCCC1,0.6,1,-3,i,0.4,-1.6,i,-0.8,1,-0.4,-196
CCN(CC(=O)Nc1ccc2c(c1)OCCO2)C(=O)CCc1ccccc1Cl,1.2,0,-2,-4,-0.5,-0.6,-4,-0.9,-10,-1.8,2
CSCCC(NC(=O)COc1ccccc1)C(=O)N(C)CC(=O)Nc1ccc(C)cc1 (stereo unspecified),-1.2,2,4,-1,-0.7,-0.9,-3,-1.1,4,-1.2,0

# This part in full, repeating the preview:
SMILES,hcDAF12 agonist,SMARCA2 act,MBD2 inh,PLCg1 inh,DAX1 inh-1,ssDAF-12 act,PLC-beta3 inh,hgDAF12 agonist,Rev-erbA mod,DAX1 inh-2,ADAM17 inh
O=C(CCc1ccccc1)N[C@H]1[C@H](OCc2ccccc2)CCC[C@@]12C(=O)N(Cc1ccccc1)c1ccc(-c3ccccn3)cc12,-0.4,1,-3,3,.,-1.4,0,-0.4,7,-0.7,1
CCCOc1ccc(/C=N/NC(=O)C(C)Sc2ccccn2)cc1OCC (stereo unspecified),-2.9,0,0,-1,0.0,-2.0,-1,-1.9,2,-0.3,1
COc1ccccc1N1CCN(C(C)C(=O)N2CC(C)OC(C)C2)CC1 (stereo unspecified),-0.3,-2,3,0,0.3,-1.5,-3,-0.4,6,0.1,-5
c1coc(CNc2nc(-c3ccncc3)cs2)c1,-1.2,2,-1,-10,0.2,-0.6,-13,3.3,3,1.1,-2
CCc1noc(C)c1C(=O)N1CCOCC1,-1.7,4,-1,-1,0.9,-0.8,7,0.6,-1,-0.4,-4
COCCn1nnnc1CN(Cc1cc2cc(OC)c(OC)cc2[nH]c1=O)C1CCCC1,0.6,1,-3,i,0.4,-1.6,i,-0.8,1,-0.4,-196
CCN(CC(=O)Nc1ccc2c(c1)OCCO2)C(=O)CCc1ccccc1Cl,1.2,0,-2,-4,-0.5,-0.6,-4,-0.9,-10,-1.8,2
CSCCC(NC(=O)COc1ccccc1)C(=O)N(C)CC(=O)Nc1ccc(C)cc1 (stereo unspecified),-1.2,2,4,-1,-0.7,-0.9,-3,-1.1,4,-1.2,0
O=C(NCCO)c1cccc(-c2cc(Nc3ccc(OC(F)(F)F)cc3)ncn2)c1,-2.1,-6,5,-123,.,-1.2,-171,-3.2,4,-1.7,-12
Cc1cccc(CC(=O)Nc2cc(=O)n(C)c(=O)n2C)c1,0.0,-3,-3,1,1.1,-0.6,0,-1.8,-2,0.3,-2
Cc1cccc(C(C)C)c1NC(=O)COC(=O)C1CC(=O)N(Cc2ccccc2)C1 (stereo unspecified),1.3,-2,0,2,0.5,-0.9,-3,-0.7,-12,-0.1,-2
Cc1ccc(OCC(=O)N/N=C\c2ccc(O)c([N+](=O)[O-])c2)c([N+](=O)[O-])c1,-0.4,0,-13,4,0.8,-1.0,6,-1.2,-3,-0.6,2
CC(C)(C)NC(=O)C12CCC(C)(c3nc4ccccc4nc31)C2(C)C (stereo unspecified),-1.6,-3,3,-1,-0.1,-0.6,2,-3.3,7,0.6,-1
CCNC(=O)C1(C)CCN1C(=O)Cc1ccc(C(C)C)cc1 (stereo unspecified),0.6,-4,3,3,.,-1.1,3,1.6,2,0.5,6
O=C(Nc1ccccc1N1CCCC1)c1ccc([N+](=O)[O-])o1,-1.9,1,-11,-6,-1.4,-1.8,-15,-2.9,-4,-7.4,0
Cc1ccc(Oc2ccccc2NC(=O)CSCC(=O)Nc2cc(C)on2)cc1,-3.2,-6,4,0,-2.6,-2.4,-9,-6.3,0,-6.8,-1
NC(=O)CSc1nc2cc(S(=O)(=O)N3CCOCC3)ccc2o1,0.7,-4,2,3,1.3,-0.7,1,-3.1,0,-0.6,-2
COc1ccc(/C=N/NC(=O)C2C3CCCCC32C)cc1OC (stereo unspecified),0.3,2,1,2,-2.1,-1.5,1,0.4,-9,-0.1,0
N#C/C(=C\c1ccco1)C(=O)Nc1ccc(S(N)(=O)=O)cc1,0.1,1,-9,-1,2.7,-0.5,-8,-2.5,0,-0.9,-5
Cc1ccc(NC(=O)N2CCN(C)CC2)cc1NC(=O)N1CCN(C)CC1,-0.6,0,-9,-7,0.3,-1.8,-15,0.2,-2,0.8,-13
Nc1ccc(N=Nc2ccccc2)c2ccccc12,8.2*,2,-3,4,1.0,0.5,-3,1.1,12,-0.1,0
CC(OC(=O)c1cccc(-n2cnnn2)c1)C(=O)c1ccccc1 (stereo unspecified),-1.2,0,-1,8,0.1,-1.5,0,-0.1,1,1.4,0
O=C(NN=Cc1ccc(Cl)cc1Cl)c1ccccc1,3.3,3,-2,0,3.0,0.7,2,17*,-5,5.5*,-2
Cc1ccc(S(=O)(=O)N/N=C2/CC(c3ccccc3)Oc3ccccc32)cc1[N+](=O)[O-] (stereo unspecified),2.2,-2,2,-2,0.1,-1.0,-9,5.2,-5,0.5,-6
C(=N/N1CCN(c2ccccc2)CC1)/c1ccncc1,-0.3,-4,-3,4,-1.8,-1.9,-2,-0.5,0,-0.8,6
O=C1C(C2=NC(C(=O)O)C3C(=O)N(c4ccc(Cl)cc4)C(=O)C23)=C(O)c2ccccc21 (stereo unspecified),-0.3,0,2,-15,0.2,-1.4,-16,-0.2,0,-0.4,-1
CCOc1ccc(OCCC(=O)N(CC(C)C)c2c(N)n(Cc3ccccc3)c(=O)[nH]c2=O)cc1,0.8,-4,1,-2,0.4,-0.9,-10,-3.0,6,-0.7,-7
Cc1cc(C)c(C#N)c(SCC(=O)Nc2ccccc2C(N)=O)n1,2.7,7,0,-38,0.4,-0.1,-53,6.2,3,1.6,-6
O=C(NCc1cccs1)C1CCCN(S(=O)(=O)c2cnc[nH]2)C1 (stereo unspecified),0.9,-2,-1,-2,2.1,-0.8,-6,1.4,3,-1.4,-2
CSc1ncnc2c1ncn2CCCN1CCN(c2ccccn2)CC1,1.9,-3,-1,-1,-0.5,-0.3,1,1.2,-6,0.1,-4
CCOC(=O)C1C(=O)Nc2nc(C)nn2C1c1ccccc1 (stereo unspecified),-2.5,-1,-3,1,-1.0,-1.1,-1,-1.4,-1,-0.1,-1
S=C1NC[C@H](Cc2cccc3ccccc23)N1CC1CCCCC1,-1.6,-1,1,-3,0.4,-1.5,-6,1.0,1,-0.5,-2
O=C1C(=Cc2cccc(F)c2)Cc2ccccc21,-1.2,1,-1,4,.,-1.4,5,13*,2,-0.3,4
Cc1c(C(=O)N2CCCCC2)nn(-c2ccc(Cl)cc2)c(=O)c1C#N,0.1,2,1,-187,-0.3,-1.5,-277,-0.5,-3,0.8,-16
CCN1CCN(CC(O)COc2ccc(C(C)=O)cc2)CC1 (stereo unspecified),-2.2,2,-2,6,0.1,-1.1,6,1.7,-2,1.0,0
CCCCn1c(N)c(N(CCOC)C(=O)c2cc(-c3ccco3)nc3ccccc23)c(=O)[nH]c1=O,-1.2,-1,1,-54,0.1,-0.9,-73,1.5,-19,-0.5,-26
CC(=O)Nc1nc(NCc2ccccc2Cl)n(-c2ccccc2)n1,-0.2,0,1,3,0.7,-0.6,1,-1.3,3,0.2,2
c1ccc(COc2cccc(CNCc3ccccn3)c2)cc1,1.7,-1,1,-1,-0.8,0.3,3,5.1,-5,0.4,-5
COc1ccc(-c2cnnc(N/N=C/c3ccc(O)cc3)n2)cc1,1.5,-1,-1,4,-0.7,-1.1,1,-0.3,-6,0.0,5
Cc1ccccc1-c1ccccc1N,0.2,-3,-3,3,0.6,-0.3,9,4.5,2,0.5,4
Cc1ccc(CN2CCN(/N=C/c3ccc(C)s3)CC2)cc1,-1.6,2,-11,-2,-1.4,-1.6,5,0.2,-1,-0.4,0
COC(=O)c1ccc(NC(=O)C2CCCN2S(=O)(=O)c2ccc(OC)cc2)cc1 (stereo unspecified),-1.2,-1,-3,1,0.4,-0.5,3,-0.4,1,0.3,1
COc1cc(C2c3c(oc4ccccc4c3=O)C(=O)N2c2ccc(C)cn2)ccc1O (stereo unspecified),2.0,-1,3,-10,0.7,-1.0,-16,-1.3,-2,-0.6,-3
O=C(NCc1n[nH]c(=S)n1-c1cccc(Cl)c1)c1ccc(S(=O)(=O)N2CCCCC2)cc1,0.7,-1,-8,0,-0.5,-1.1,-5,0.1,6,0.4,2
COc1cc(CNCCc2ccccc2)cc(Cl)c1OCc1ccccc1,-2.1,-1,2,6,-1.3,-1.6,-6,0.8,5,-0.4,4
CN(Cc1ccccc1)C(=O)COC(=O)C1CCN(S(=O)(=O)c2cccs2)CC1,0.9,-3,-2,6,.,-0.8,1,-3.4,1,0.6,3
CCc1cc2ccccc2nc1SCC(=O)N1CCN(C(=O)c2ccco2)CC1,-2.7,1,3,2,-0.8,-1.4,-1,-5.5,7,-0.3,-1
CC(C)CCN(CCC(C)C)C(CO)(CO)CO,-0.6,-4,11,1,0.7,-1.3,0,-2.6,1,0.9,-2
CCOC(=O)c1cc2c(=O)n3cccc(C)c3nc2n(CCOC)c1=NC(C)=O,0.3,-7,3,-152,.,-2.3,-218,-0.3,-3,0.6,i
C[C@@H](NC(=O)c1nc[nH]c1C(=O)N[C@@H](Cc1ccccc1)C(=O)OCc1ccccc1)c1ccccc1,-1.6,1,9,5,2.0,-0.7,2,2.5,-1,-0.4,12*
O=C(NCCc1ccc(Cl)cc1)C1CC(=O)N(C2CCCC2)C1 (stereo unspecified),-0.2,-5,-3,4,0.4,-0.9,-9,-2.9,-2,-0.1,2
O=C(O)CC(c1ccccc1)N1C(=O)c2cccc([N+](=O)[O-])c2C1=O (stereo unspecified),0.5,-2,6,-58,3.9,-1.1,-76,-2.3,3,0.0,-1
O=C(O)/C=C/c1ccc(S(=O)(=O)NCc2cccnc2)cc1,-1.1,1,-3,4,3.0,-1.6,-4,-0.5,0,0.0,-1
CC1CCN(Cc2cc(=O)oc3ccc4ccccc4c23)CC1,-1.4,-3,5,-7,1.3,-1.2,-21,-0.6,19,-0.6,-8

# From PubChem
